GAA spleen mod: qHTS Assay for Inhibitors and Activators of Human alpha-Glucosidase From Spleen Homogenate; Lysosomal alpha-glucosidase (Homo sapiens), P10253; human spleen homogenate, 4-MU-alpha-glucoside fluorescence; Potency, µM (titrated, usually from 79.9 µM), inactives show at the top dose activity change, negative = inhibition, usual class: inhibitors; 240,000 tested, 0.006% active; AID 2112, 2009;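 also: 0% = enzyme with vehicle and -100% = no enzyme basal signal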
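AC50 values come from Hill-equation fits of concentration-response data, normalized to no-enzyme and full-activity controls. Enzyme source: 1 ug human spleen homogenate; 1 mM fluorogenic 4-MU glucoside, pH 5.0 citrate buffer, 37 C, 40 min.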
GAA glycogen mod: qHTS Assay for Inhibitors and Activators of Human alpha-Glucosidase Cleavage of Glycogen. Lysosomal alpha-glucosidase (Homo sapiens), P10253. recombinant GAA, glycogen substrate, Amplex Red glucose oxidase fluorescence. Potency, µM (series often up to 76.4 µM), for the others: at the top dose activity change, negative = inhibition, usual class: inhibitors. 300,000 tested, 0.38% active;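 also: 0% = full enzyme reaction and -100% = no-enzyme basal signal; the screen sought inhibitors and activators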
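Recombinant human alpha-glucosidase (4 nM final) hydrolysed bovine liver glycogen (30 ug) for 40 min at 37 C in pH 5.0 citrate/phosphate with 0.01% Tween-20. Released glucose detected by glucose oxidase/Amplex Red, Ex 573/Em 610 nm. Compounds up to 77 uM; AC50 from Hill fits.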
IMPase Li cell: qHTS Assay for Identifying the Cell-Membrane Permeable IMPase Inhibitors: Potentiation with Lithium; Potency, µM (series often up to 59.4 µM), for the others: top-dose activity, negative = IMPase inhibition, most hits filed as inhibitors; 210,000 tested, 0.35% active; CHO-M1 cells, IP1 TR-FRET (IP-One), carbachol + lithium;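 also: IP1 builds up when IMPase is blocked and the TR-FRET signal falls; plate controls were basal vehicle for no effect and high inhibitor control for full effect; nearly all actives have a fitted effect of over 50% in size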
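Concentration–response in CHO-M1 cells, lithium-potentiated; 30 min at 37C. IP1 detected by competitive TR-FRET after 10 min lysis at RT. Hill-fitted AC50.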
HTT cytoprotect: qHTS Multiplex Assay to Identify Dual Action Probes in a Cell Model of Huntington: Cytoprotection (ATP); PC12 HTT-Q103 induced, cytoprotection, ATP luminescence, 40 h; Potency, µM (titrated, usually from 56.4 µM), inactives show cytoprotection (ATP increase), most hits filed as activators; 230,000 tested, 0.14% active;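 also: % of control where 0% means no effect; nearly all actives have a fitted effect of over 45% in size; toxic huntingtin expression switched on by the ecdysone agonist tebufenozide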
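Compounds were screened for protection of PC12 cells against cell death after tebufenozide induction (100 nM final) of mutant Huntingtin exon 1 (Q103) fused to GFP.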
RGS12 GoLoco inh: qHTS Assay for Inhibitors of RGS12 GoLoco Motif Activity (Red Fluorophore); Potency, µM (titrated, usually from 61.6 µM), without a hit: at the top dose activity, negative = inhibition, most hits filed as inhibitors; AID 880, 2007; Gai1:RGS12 GoLoco peptide FP, rhodamine, 10 min; 230,000 tested, 0.44% active; active = well fitted inhibition curve with a large enough effect, not every such curve was filed as active; inactive = no such curve, though single readings can be large or run the other way; also: % is scaled to controls: 0 for no effect and ±100 for the full control effect; nearly all actives have a fitted effect of over 30% in size; many of its hits are not listed in these tables
Target sequence (P63096 whole entry, looked up): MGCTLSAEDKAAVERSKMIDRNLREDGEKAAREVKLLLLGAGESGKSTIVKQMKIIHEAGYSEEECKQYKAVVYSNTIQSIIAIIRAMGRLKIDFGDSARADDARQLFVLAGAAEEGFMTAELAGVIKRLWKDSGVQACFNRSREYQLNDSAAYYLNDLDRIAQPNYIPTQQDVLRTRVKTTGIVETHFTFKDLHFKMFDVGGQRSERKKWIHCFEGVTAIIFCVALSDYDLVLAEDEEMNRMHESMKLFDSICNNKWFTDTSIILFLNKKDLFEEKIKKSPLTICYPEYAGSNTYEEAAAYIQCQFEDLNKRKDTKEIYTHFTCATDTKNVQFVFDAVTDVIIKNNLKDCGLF
GAA inh: qHTS Assay for Inhibitors of Human alpha-Glucosidase as a Potential Chaperone Treatment of Pompe Disease; Lysosomal alpha-glucosidase (Homo sapiens), P10253; purified human GAA, 4-MU-alpha-glucoside fluorescence; Potency, µM (series often up to 76.9 µM), without a hit: at the highest dose activity change, negative = inhibition, actives largely listed as inhibitors; 200,000 tested, 0.005% active;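 also: plate controls were uninhibited enzyme wells for no effect and no-enzyme background for full effect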
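Activity normalized between no-enzyme (basal) and enzyme-only wells. Conditions: 4 nM human enzyme, 400 uM fluorogenic substrate, citrate/phosphate pH 5.0 with Tween-20, 20 min room temperature, compounds up to 77 uM.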
HTT aggregate: qHTS Multiplex Assay to Identify Dual Action Probes in a Cell Model of Huntington: Aggregate Formation (GFP) | PC12 HttQ103-GFP aggregates, Acumen cytometry, 40 h | Potency, µM (titrated, usually from 46.1 µM), without a hit: at the highest dose activity change, negative = inhibition, hits mostly inhibitors | 220,000 tested, 1.1% active | AID 1688, 2009; also: % is scaled to controls: 0 for no effect and ±100 for the full control effect; nearly all actives have a fitted effect of over 60% in size
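PC12 cells stably carrying ecdysone-inducible HTT exon 1 Q103–GFP were induced with tebufenozide (100 nM final) and treated with library compounds in titration. GFP aggregates in lysates were counted by laser scanning cytometry.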
Numbers without * were called inactive; ? = inconclusive; / = not tested or not shown; [ ] = another dose, or the depositor's remark. Unless noted, calls follow the shape of the dose curve; as a rule, active = well fitted curve in the direction sought with a large enough effect; inconclusive = small, poorly fitted or top-dose-only effect, or another doubt; inactive = no such curve, though single readings can be large; an effect the other way counts as inactive or inconclusive. Potency is read from the fitted curve at half-maximal effect. Only part of the results is shown (hit frequency here may not be typical).

SMILES	GAA spleen mod	GAA glycogen mod	IMPase Li cell	HTT cytoprotect	RGS12 GoLoco inh	GAA inh	HTT aggregate
Cc1ccc(CNc2ccc(S(=O)(=O)N3CCOCC3)cc2[N+](=O)[O-])cc1	-16%	-10%	3%	11%[10 µM]	2%	-1%	-7%
CC1=C(C(=O)NCc2ccccc2)C(c2ccc(C)o2)n2ncnc2N1 (stereo not drawn)	1%	0%	-8%[38.3 µM]	6%	6%	2%	6%
COc1cccc(-c2nc(NCc3ccccc3OC)c3ccccc3n2)c1	2%	/	23%	-134%[inhibitor]	-1%	/	/
O=C(COC(=O)CCCN1C(=O)c2ccccc2C1=O)Nc1cc(Cl)cc(Cl)c1	0%	2%	-5%	/	14%	-2%	16%
COc1cc2c(cc1NC(=O)Nc1cccc(C)c1)oc1ccccc12	1%	0%	19%[38.3 µM]	32%	6%	-11%	-3%
O=C(Nc1ccc(Cl)c(Cl)c1)Nc1ccccc1O	-12%	?	/	3%[10 µM]	14%	-4%	5%[9.22 µM]
COc1ccc(-c2nc(CS(=O)CC(=O)NCCCN3CCCC3)c(C)o2)cc1OC (stereo not drawn)	-3%	8%	-2%[38.3 µM]	-6%	-1%	0%	7%
COc1ccc(CCn2c(C)cc(C(=O)CSc3nnc(N)s3)c2C)cc1	-13%	0%	-9%[38.3 µM]	-26%	10%	-7%	-17%
CC(C)NC(=O)CCNC(=O)c1ccc(F)cc1	-2%	5%	10%[38.3 µM]	-28%	-3%	?	-7%
C/C(=N\Nc1cc(C(F)(F)F)ccc1Cl)c1ccccc1O	-6%	?	11%	1%[10 µM]	-19%	7%	3%
COc1cc(C(=O)NC(=S)Nc2cccc(-c3cc4ccccc4oc3=O)c2)cc(OC)c1OC	-4%	-8%	-1%[38.3 µM]	-6%	2%	2%	-7%
CCN(CC)c1ccc(N=Cc2cc(Br)ccc2O)cc1	3%	?	-1%	-28%	91%[activator]	-7%	-19%
CCOCCCNC(=O)CSc1ccccc1	0%	-6%	9%[38.3 µM]	-19%[0.074 µM]	-10%	1%	0%
CCCCCCCCS(=O)c1sc2nc(C)cc(C)c2c1N (stereo not drawn)	-1%	-9%	41%[38.3 µM]	0%	-6%	-3%	?
Cc1nc2ncnn2c(C)c1CCC(=O)N1CCN(c2ccccn2)CC1	-5%	3%	2%[38.3 µM]	2%	-1%	-9%	-7%
Cc1noc(C)c1S(=O)(=O)N1CCCC(C(=O)NC2CCCCC2)C1 (stereo not drawn)	-3%	-1%	29%[38.3 µM]	2%	-18%	-7%	14%
NC(=O)N/N=C/c1ccc(-c2ccc([N+](=O)[O-])cc2)o1	7%	-4%	/	-2%[10 µM]	5%	/	?
Cc1sc(NC(=S)NC(=O)C(C)(C)C)c(C(N)=O)c1C	-17%	-25%	-2%[38.3 µM]	-25%	12%	-2%	-6%
Cc1nnc(C)c2c(C)n(-c3ccc4ncccc4c3)c(C)c12	1%	?	33%[activator]	/	17%	7%	/
COC(=O)C(C)Sc1ccc2nnc(CCNS(=O)(=O)c3ccccc3)n2n1 (stereo not drawn)	14%	-22%	1%	7%	-2%	2%	18%
C=CCn1c2ccccc2c2nnc(SCCCn3c(=O)[nH]c4ccccc43)nc21	-10%	2%	13%	10%[10 µM]	15%	-12%	?
Cc1cc(/C=N/n2cnnc2)c(C)n1-c1ccc(Cl)cc1Cl	-7%	-6%	18%[38.3 µM]	14%[10 µM]	22%	?	-7%
COCCNC(=O)c1cnn2c(C(F)F)cc(-c3ccccc3)nc12	8%	9%	13%	/	3%	11%	/
NC(=O)NNC(=S)Nc1cccc2ccccc12	-20%	?	5%	-8%	-8%	-8%	-19%
CCc1ccc2c(COn3nnc4ccc(S(=O)(=O)N(C)C)cc43)cc(=O)oc2c1	5%	2%	3%[38.3 µM]	-27%	4%	-1%	-3%

More entries:
SMILES	GAA spleen mod	GAA glycogen mod	IMPase Li cell	HTT cytoprotect	RGS12 GoLoco inh	GAA inh	HTT aggregate
O=C(CSc1nnc2ccccn12)NCc1ccc2c(c1)OCO2	2%	1%	8%	-29%	0%	8%	16%[9.22 µM]
O=C(CN1CCN(S(=O)(=O)c2ccc(Br)cc2)CC1)N/N=C/c1cc([N+](=O)[O-])ccc1Cl	-11%	-5%	-6%	?	-1%	-17%	?
CCCOc1ccc(-c2nnn(CC(=O)c3ccc4c(c3)OCCO4)n2)cc1	2%	-1%	8%[38.3 µM]	-7%[10 µM]	3%	-5%	-19%
CN(C)c1ccc(/C=N/NC(=O)C(O)(c2ccccc2)c2ccccc2)o1	1%	-4%	2%	6%[10 µM]	8%	-4%	?
CC(=O)N1c2ccccc2C(C)(C)C2CCC(C)CC21 (stereo not drawn)	-8%	-8%	4%	-1%[10 µM]	3%	3%	-6%
O=C(O)c1ccccc1/C=N/N1CCN(C2c3ccccc3-c3ccccc32)CC1	-5%	?	6%	17%[10 µM]	18%	-2%	4%[9.22 µM]
Cc1ccc(OCC(=O)NCCN2CCCC2)cc1	-11%	-4%	25%[38.3 µM]	-1%[10 µM]	15%	-1%	-17%
O=C(Nc1ccccc1N1CCN(C(=O)c2ccccc2)CC1)c1cc2ccccc2o1	-10%	-7%	22%[38.3 µM]	-33%	9%	-3%	-5%
COc1ccccc1NC(=O)COC(=O)c1ccccc1OCC(=O)Nc1ccc(SC(F)F)cc1	5%	-3%	5%	/	-9%	-1%	-13%
CCOC(=O)c1ccc(NC(=O)CSc2ncccn2)cc1	1%	5%	5%[38.3 µM]	3%[10 µM]	2.8µM*	4%	3%
C(=N\Nc1nc(Nc2ccccc2)nc(N2CCOCC2)n1)/c1c[nH]c2ccccc12	-1%	?	22%[38.3 µM]	-27%	7%	10%	-26%
C/C(=C\C(=O)c1ccccc1)Nc1ccc(Br)c(Cl)c1	-1%	-1%	2%[38.3 µM]	14%	0%	-6%	-14%
CC(C)(C)C1CCC(=O)C(C2(O)C(=O)Nc3ccccc32)C1 (stereo not drawn)	6%	0%	16%[38.3 µM]	7%	1%	-3%	25%
C/C(CC(=O)Nc1ccc(N(C)C)cc1)=N\NC(=O)Cc1csc(N)n1	5%	?	2%	9%[10 µM]	0%	-3%	-1%
COC(=O)[C@@]1(Cc2ccccc2)[C@H]2c3cc(C(=O)N(C)C)n(CCO)c3C[C@H]2CN1C(=O)c1ccccc1	-6%	/	0%	-44%[inhibitor]	-6%	/	/
COCC(=O)N(CCc1ccc(OC)c(OC)c1)Cc1nc2ccccc2c(=O)[nH]1	0%	6%	-13%[38.3 µM]	4%	2%	0%	9%
COc1cc(C2C3=C(CCCC3=O)Nc3[nH]n(-c4ccccc4)c(=O)c32)ccc1O (stereo not drawn)	-12%	28µM*	27%[38.3 µM]	-15%	-6%	3%	-6%
NC(=O)CCN1CCN(Cc2cn[nH]c2-c2cccc3ccccc23)CC1	-17%	-4%	3%	-21%	4%	0%	10%
O=C(C[n+]1ccc(C(=O)N/N=C/c2ccc(O)cc2)cc1)c1ccccc1	-12%	?	43%[activator][38.3 µM]	6%	14%	-11%	-1%
COc1cccc(CCc2nnc(CCC(=O)NC(C)c3c(C)nn(C)c3C)o2)c1 (stereo not drawn)	0%	-1%	13%	16%[10 µM]	17%	-4%	-15%[9.22 µM]
Cc1cccc(S(=O)(=O)NNC(=O)Cc2cccn2C)c1	2%	-3%	2%	16%[10 µM]	13%	3%	19%
Cc1cc(N)n(-c2ccc([N+](=O)[O-])cc2)n1	-3%	0%	-7%	-25%	7%	5%	7%
CCCCCC(=O)Nc1ccc2ccccc2c1	5%	-4%	-1%	-2%[0.074 µM]	11%	0%	3%
C=CCN(CC(=O)NCC1CCCO1)C(=O)CCC(=O)Nc1cc(C)on1 (stereo not drawn)	-4%	3%	/	-15%	/	-3%	12%
Cc1cc(C)nc(NC(=O)CSc2nnnn2-c2ccccc2)n1	-17%	-10%	-5%[38.3 µM]	-36%	3%	-5%	-28%

An excerpt of these results, with two lines to a compound.
Values in the order: GAA spleen mod | GAA glycogen mod | IMPase Li cell | HTT cytoprotect | RGS12 GoLoco inh | GAA inh | HTT aggregate
COc1cc(C2C3=C(CCCC3=O)Nc3[nH]n(-c4ccccc4)c(=O)c32)ccc1O (stereo not drawn)
    -12% | 28µM* | 27%[38.3 µM] | -15% | -6% | 3% | -6%
NC(=O)CCN1CCN(Cc2cn[nH]c2-c2cccc3ccccc23)CC1
    -17% | -4% | 3% | -21% | 4% | 0% | 10%
O=C(C[n+]1ccc(C(=O)N/N=C/c2ccc(O)cc2)cc1)c1ccccc1
    -12% | ? | 43%[activator][38.3 µM] | 6% | 14% | -11% | -1%
COc1cccc(CCc2nnc(CCC(=O)NC(C)c3c(C)nn(C)c3C)o2)c1 (stereo not drawn)
    0% | -1% | 13% | 16%[10 µM] | 17% | -4% | -15%[9.22 µM]
Cc1cccc(S(=O)(=O)NNC(=O)Cc2cccn2C)c1
    2% | -3% | 2% | 16%[10 µM] | 13% | 3% | 19%
Cc1cc(N)n(-c2ccc([N+](=O)[O-])cc2)n1
    -3% | 0% | -7% | -25% | 7% | 5% | 7%

(cont.)
SMILES	GAA spleen mod	GAA glycogen mod	IMPase Li cell	HTT cytoprotect	RGS12 GoLoco inh	GAA inh	HTT aggregate
CCNc1nc(SC(C(C)=O)C(C)=O)nc(N(C)C)n1	0%	-8%	21%[38.3 µM]	-6%	12%	-2%	-9%
COc1ccc(S(=O)(=O)N2CCC(C(=O)N3CCOCC3)CC2)cc1	-12%	0%	4%	-4%[1.9 µM]	1%	-1%	-15%
CSC(=NNC(=O)c1ccc(O)cc1)SC	2%	-17%	9%[38.3 µM]	2%	1%	-11%	-4%
CNc1ccccc1C(C)(C)c1cc(-c2ccco2)n[nH]1	2%	-3%	0%[38.3 µM]	26%[10 µM]	31%[activator]	-8%	17%[9.22 µM]
CC(NC(=O)C12CC3(C)CC(C)(CC(C)(C3)C1)C2)C(=O)O (stereo not drawn)	-1%	16%	-13%	-16%	-8%	9%	25%
CCn1c(-c2ccc(C(C)(C)C)cc2)n[nH]c1=S	-8%	-7%	18%[38.3 µM]	19%[10 µM]	10%	1%	?
O=C(Nc1ccc(F)cc1Cl)c1ccc2c(=O)n3c(nc2c1)CCCCC3	-2%	1%	8%[38.3 µM]	-13%	2%	-5%	16%

Screening data: PubChem BioAssay, National Center for Advancing Translational Sciences (NCATS)
